Source: PubChem BioAssay (The Scripps Research Institute Molecular Screening Center)
TAAR1 agonist: agonists of human TAAR1; activation, % at 3 µM; actives 0.99% (n = 360,000); AID 624467; CHO RD-HGA16 TAAR1, Fluo-8 calcium fluorescence; vehicle wells 0%, saturating PEA agonist 100%; Q96RJ0;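 active = activation above the mean activation of all test compounds in the run plus 3 SD, cut at about 38% in these data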
Target sequence (Q96RJ0 whole entry, looked up): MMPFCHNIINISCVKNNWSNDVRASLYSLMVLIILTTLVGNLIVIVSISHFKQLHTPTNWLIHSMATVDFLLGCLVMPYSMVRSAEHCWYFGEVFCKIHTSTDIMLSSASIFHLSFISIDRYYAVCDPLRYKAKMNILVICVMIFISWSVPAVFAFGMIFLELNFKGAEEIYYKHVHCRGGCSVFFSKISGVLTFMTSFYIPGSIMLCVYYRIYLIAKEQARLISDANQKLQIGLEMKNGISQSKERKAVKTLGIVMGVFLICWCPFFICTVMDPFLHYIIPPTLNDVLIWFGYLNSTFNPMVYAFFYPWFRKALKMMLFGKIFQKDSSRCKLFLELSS
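System: CHO RD-HGA16 cells carrying human TAAR1 plus Gα16; Incubation: 17-24 h seeding, 75 min 37 °C dye, 30 min RT; Measured by: Fluo-8 fluorescence, 5 s baseline then 140 s kinetic read; Control set: DMSO and PEA EC100; Replication: single well for each compound.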
V1R ag counter: V1a receptor agonism, counter-screen for OXTR agonists. AID 2797. actives 0.25% (n = 320,000). P37288. activation, % at 3 µM. CHO-V1R cells, Fluo-8 calcium fluorescence, agonist mode; 0% DMSO, 100% 3 nM vasopressin;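 active = activation above the mean activation of all tested compounds plus 3 SD, per screening run, cut at about 20% in these data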;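 also: signal is peak over basal fluorescence ratio across a 100 second FLIPR read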
Target sequence (P37288 whole entry, looked up): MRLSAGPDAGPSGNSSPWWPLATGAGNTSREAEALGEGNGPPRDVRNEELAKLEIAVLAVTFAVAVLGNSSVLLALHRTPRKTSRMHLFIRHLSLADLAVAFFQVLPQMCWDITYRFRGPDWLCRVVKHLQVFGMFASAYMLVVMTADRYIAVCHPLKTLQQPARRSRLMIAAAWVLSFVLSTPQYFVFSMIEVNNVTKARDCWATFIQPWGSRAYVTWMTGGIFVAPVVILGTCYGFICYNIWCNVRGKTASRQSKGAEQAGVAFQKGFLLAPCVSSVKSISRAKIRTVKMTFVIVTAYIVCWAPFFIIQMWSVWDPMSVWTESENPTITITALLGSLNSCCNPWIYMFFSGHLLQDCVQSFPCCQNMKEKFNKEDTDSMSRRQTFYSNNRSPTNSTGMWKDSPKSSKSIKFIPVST
CHO parental Ca: signal in parental CHO cells, OX1R antagonist counter-screen; parental CHO-K1, ATP-induced calcium, Fluo-8 fluorescence; actives 0.63% (n = 330,000); inhibition, % at 5.6 µM; AID 463079;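 active = inhibition above that plate's mean sample inhibition plus 3 SD, cut at about 26% in these data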;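 also: 0% = ATP-challenged DMSO wells and 100% = DMSO wells without ATP; some compounds past the cut are filed as inactive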
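Assay system: untransfected parental CHO cell line. Also added: ATP agonist challenge. Dosing: one dose, 5.6 µM nominal. Measured by: Fluo-8 fluorescence. Read-out: % inhibition. Benchmarks: ATP wells versus no-ATP DMSO wells. Repeats: no replicates.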
CHO-K1 Ca antag: counter-screen for M1 antagonists: effect in parental CHO-K1 cells; actives 0.6% (n = 360,000); ATP-induced calcium, Fluo-8 fluorescence; inhibition, % at 3 µM;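 active = inhibition above a per-plate cutoff, the plate's mean sample inhibition plus 3 SD, cut at about 24% in these data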;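 also: 0% = DMSO plus EC80 ATP and 100% = DMSO alone without ATP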
CHRM1 agonist: agonists of human M1 muscarinic receptor; CHO-K1 hM1, Fluo-8 calcium fluorescence, agonist mode; 0% DMSO, 100% acetylcholine EC100; activation, % at 3 µM; actives 0.33% (n = 360,000); AID 588814;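 active = activation above the run's mean compound activation plus 3 SD, cut at about 16% in these data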;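 also: peak over basal fluorescence ratio within a 140 s kinetic read after compound addition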
M1 PAM parental: M1 PAM counterscreen hit in parental CHO-K1 cells. activation, % at 3 µM. actives 0.02% (n = 360,000). ATP EC20, Fluo-8 calcium fluorescence; 0% at ATP EC20, 100% at ATP max;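 active = activation above the run cutoff, the mean activation of all test compounds plus 3 SD, cut at about 40% in these data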;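 also: peak over basal fluorescence ratio in a 140 s read after ATP addition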
TAAR1 antagonist: antagonists of human TAAR1. actives 1.5% (n = 360,000). Q96RJ0. CHO RD-HGA16 TAAR1, Fluo-8 calcium fluorescence, antagonist. inhibition, % at 3 µM;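 active = inhibition above a per-plate cutoff, the mean inhibition of test compounds on that plate plus 3 SD, cut at about 49% in these data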;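 also: 0% = DMSO plus EC80 beta-PEA response and 100% = DMSO alone without agonist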
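Assay system: RD-HGA16 CHO cells with stable hTAAR1 and Gα16 / Reagent: EC80 β-phenethylamine stimulus / Doses: 3 µM, single point / Timing: dye loading 75 min at 37 °C, then 30 min room temperature / Measured by: Fluo-8 intracellular calcium dye fluorescence, real-time kinetic reads / Controls: vehicle wells and EC80 agonist wells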
M1 ag parental: M1 agonist counterscreen hit in parental CHO-K1 cells | Fluo-8 calcium fluorescence; scaled to maximal ATP response, vehicle zero | activation, % at 3 µM | actives 0.48% (n = 360,000) | AID 602248; in the data active = activation above about 15%;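 also: untransfected CHO-K1 host cells lacking M1 receptor as counterscreen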
OXTR potentiator: human OXTR potentiation | P30559 | CHO-OTR cells, Fluo-8 calcium fluorescence, potentiator mode; 0% = oxytocin EC15, 100% = EC100 | activation, % at 3 µM | actives 0.061% (n = 320,000) | AID 2445;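 active = activation above that plate's cutoff, the mean activation of tested compounds plus 3 SD, cut at about 6.6% in these data, passing the limit was not always enough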;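 also: 100% uses oxytocin at 75 nM as the full agonist control; some results filed as inactive read as strong as hits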
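assay system = CHO-OTR cells, human receptor | schedule = compound 6 min at room temperature before oxytocin, 100 s read | detection = Fluo-8 intracellular calcium fluorescence, ex 470-495, em 515-575 nm | evaluation = normalized max/min fluorescence ratio, % activation | control set = EC15 oxytocin alone as 0%, 75 nM oxytocin (EC100) as 100%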
Starred values were filed as active, the others as inactive; / = not tested or not shown.

Screens in order – CHO-K1 Ca antag, M1 PAM parental, CHO parental Ca, TAAR1 antagonist, CHRM1 agonist, V1R ag counter, OXTR potentiator, M1 ag parental, TAAR1 agonist
COc1ccccc1CNC(=O)c1cc(S(=O)(=O)N2CCCCC2)c[nH]1
  7, -2, 5, 1, -4, 3.9, -6, 1.0, 4
CCOC(=O)CSc1nc(-c2ccccn2)ncc1OC
  -9, 21, -16, -9, -12, 12, 2, 0.7, 5
Cc1ccc(-c2csc(NC(=O)CSC3=NCCS3)n2)cc1
  25*, -6, -14, 14, -6, 3.1, -8, 0.0, 9
COc1ccc(S(=O)(=O)N2CCOCC2)cc1NS(=O)(=O)c1ccc(F)c(F)c1
  -17, 13, -5, -18, -1, 1.1, 4, 1.3, 7
COc1ccc(C2CC(c3cccc(Cl)c3)=NN2c2ccc(S(N)(=O)=O)cc2)cc1 (configuration not stated)
  -6, 10, -16, -11, 2, /, /, 0.7, 2
CC(C)CCNC(=O)CN1C(=O)NC(c2ccccc2)(c2ccccc2)C1=O
  -15, 24, -15, -19, -8, 0.8, -5, 1.0, 19
COCCNC(=O)c1cc(-c2ccccn2)nc2ccc(S(=O)(=O)N3CCC(C)CC3)cc12
  -13, 3, -13, -9, -2, 0.1, -1, -0.1, 1
CCOc1ccc(C(C)NC(=O)CCC(=O)O)cc1 (configuration not stated)
  -1, 1, -5, 8, -3, 1.0, -2, -0.1, 7
O[C@H]1CN(CC2CCCCC2)[C@@H](c2ccc(Cl)cc2)C[C@@H]1n1cc(C2CC2)nn1
  -3, 10, /, 33, -2, /, /, 0.1, 1
CC(=O)N1c2ccc(S(=O)(=O)N(C)C3CCCCC3)cc2CC1C (configuration not stated)
  0, -16, -2, 19, -2, 1.5, -9, 3.4, 2
COC(=O)CC1C(C(=O)OC)ON2OC(C(=O)OC)C(C(=O)OC)C12 (configuration not stated)
  -12, -18, -3, 10, -6, 0.7, -7, 1.0, 5
Cc1cccc(C)c1NC(=O)CS(=O)CC(=O)Nc1ccc(N2CCOCC2)cc1 (configuration not stated)
  -7, 9, 5, -7, -1, 1.4, -13, 0.0, 8
CC(C)Cc1ccc(S(=O)(=O)NCC2CCCO2)cc1 (configuration not stated)
  -9, 12, -7, 11, -2, 1.7, 2, 3.1, 0
Cc1ccc([N+](=O)[O-])cc1NC(=O)CNC1CCCCC1
  -3, 3, -16, -29, -4, 0.4, -10, 1.3, 18
COc1cccc(NC(=O)Nc2cccnc2)c1
  -9, -2, 7, 5, -2, 0.9, -2, 0.6, 11
COc1ccccc1C(=O)Nc1ccccc1N1CCOCC1
  -3, 18, -23, 23, -2, -1.9, -13, 2.3, 9
O=C1C(=O)N(CCO)C(c2ccccc2[N+](=O)[O-])/C1=C(\O)c1ccccc1 (configuration not stated)
  2, 2, 0, -18, -2, 1.4, 0, 0.3, 3
CCN(c1ccccc1)S(=O)(=O)c1ccc(C(=O)NCCc2ccc(S(N)(=O)=O)cc2)cc1
  -8, -9, -2, 26, -2, 1.4, -6, 1.3, 7
COc1ccc(N2CCN(CC(O)COCCOc3ccc(Br)cc3)CC2)cc1 (configuration not stated)
  0, 4, -18, 6, -3, 9.9, -9, 0.7, 2
COc1ccc(C(=O)NCC(=O)NCC(=O)OCC(=O)c2ccc(Br)cc2)cc1
  -10, 8, 1, -42, -2, 1.6, -8, 1.5, 1
COC(=O)c1ccc(NC(=O)CSCc2ccccc2C)cc1
  -15, 7, -14, /, -2, 0.0, -7, 1.8, /
Cc1cc(N/N=C/c2cccc(Cl)c2)nc(-n2nc(C)cc2C)n1
  -3, 16, -30, -14, -5, 0.7, -7, 0.2, 1
O=C(CCn1nnnc1CN1CCOCC1)N1CCC(c2ccccc2F)C1 (configuration not stated)
  -18, 14, 9, -5, -2, -0.1, -13, 0.9, 3
O=C(Cc1cccc(NC(=O)C2CCN(C(=O)C3CCCC3)CC2)c1)Nc1cccc(C(=O)N2CCCC2)c1
  -15, 11, -4, -2, -7, 1.1, -1, -0.2, 1
Cc1ccc(-c2cc(C(=O)NN)n[nH]2)o1
  -4, 15, -2, 2, 0, -0.8, -6, 0.8, 4
O=C(CCc1ccccc1)N/N=C\c1cc2c(cc1Br)OCO2
  -2, 10, 6, 15, 3, 5.9, -6, 7.9, 1
COc1cc(/C=C(\C#N)c2nc3ccccc3[nH]2)ccc1O
  6, 7, 0, 26, 2, 11, -15, 8.6, 15
Cc1cnc(NC(=O)c2ccncc2)s1
  -12, 19, -1, -20, -5, 0.7, 5, 0.9, 0
COc1cccc(NC(=O)COC(=O)CC(NC(N)=O)c2ccc(Cl)cc2)c1 (configuration not stated)
  -7, 17, -8, -16, -3, 1.4, -2, 0.9, 1
Cc1cc2cc(CNC(=O)c3ccc(S(=O)(=O)N4CCCCC4)cc3)ccc2[nH]1
  -2, 12, -1, 6, -3, 3.0, -8, 1.1, 2

Compounds above containing a nitro group on carbon (two):
Screens in order – CHO-K1 Ca antag, M1 PAM parental, CHO parental Ca, TAAR1 antagonist, CHRM1 agonist, V1R ag counter, OXTR potentiator, M1 ag parental, TAAR1 agonist
Cc1ccc([N+](=O)[O-])cc1NC(=O)CNC1CCCCC1
  -3, 3, -16, -29, -4, 0.4, -10, 1.3, 18
O=C1C(=O)N(CCO)C(c2ccccc2[N+](=O)[O-])/C1=C(\O)c1ccccc1 (configuration not stated)
  2, 2, 0, -18, -2, 1.4, 0, 0.3, 3

Following part
Screens in order – CHO-K1 Ca antag, M1 PAM parental, CHO parental Ca, TAAR1 antagonist, CHRM1 agonist, V1R ag counter, OXTR potentiator, M1 ag parental, TAAR1 agonist
COc1ccc(COc2cc(-c3cccc(OC)c3)nc3ccc(NC(=O)c4ccc(OC)cc4)cc23)cc1
  -11, 5, -7, 61*, -5, 0.4, -6, 0.3, 10
Nc1nnc(SCc2ccc(F)cc2Cl)s1
  -19, -5, -6, /, -6, 0.0, -3, 0.8, /
COc1ccc(C)cc1NS(=O)(=O)c1ccc(Br)s1
  -22, 12, 9, 2, -11, -1.0, -4, 0.7, 6
Cc1ccccc1NC(=O)c1ccc(C)c(S(=O)(=O)Nc2cccnc2)c1
  -9, -1, -23, -22, 0, -0.8, 0, -0.5, -1
CCN(CC(=O)NCCc1ccc(S(N)(=O)=O)cc1)Cc1nc2ccccc2c(=O)[nH]1
  -10, -6, -8, 6, -3, 0.7, -14, 0.0, 2
O=C(COC(=O)c1cncc(Br)c1)NC1CCCC1
  -17, 20, -7, -14, -3, 0.2, 3, 2.4, 2
C/C(=C\C(=O)c1ccc(Cl)cc1Cl)N(C)C
  0, 3, 0, -9, -5, -0.6, -20, 0.2, 3
Cn1c(NCc2ccc3occc3c2)nc2cc(-c3cccc(C(F)(F)F)c3)sc2c1=O
  12, 0, /, -2, -1, /, /, 2.1, 1
COc1ccccc1CNS(=O)(=O)c1c(C)nc2scc(C)n2c1=O
  3, 4, -8, -17, -1, 0.0, -1, 0.3, 1
COC(=O)c1ccc(CNC(=O)COC(=O)/C=C/c2ccc(O)c(OC)c2)cc1
  -17, 6, -21, 24, 5, 3.9, -7, 0.8, 3
COc1cccc(NC(=O)c2ccc3c(c2)CCCC3)c1
  -4, 2, -15, 6, -6, -1.1, -3, -0.9, -5
C=CC[C@@H](Cc1ccc(F)cc1)C(=O)OC[C@@H]1CCCN1C(=O)[C@H](CC=C)CC(=O)N[C@H](CO)Cc1ccccc1
  -12, -4, 34, 2, -5, 6.2, -8, 0.9, 12
O=C(Nn1c(-c2ccncc2)nc2ccccc2c1=O)c1ccc(Br)cc1
  -8, 13, -14, -1, -8, -0.1, -9, 0.7, 9
COc1ccc(C(=O)C(C)OC(=O)CN2C(=O)c3ccccc3C2=O)cc1 (configuration not stated)
  -17, 15, -8, -24, 3, 1.1, -4, 0.1, 11
COc1ccc(NCC(O)Cn2c(C)c(C)c3ccccc32)cc1 (configuration not stated)
  -11, 24, 5, 8, -6, 3.4, -11, 6.3, 1
CC(=O)OCC(=O)C1(O)CCC2C3CCC4=CC(=O)CCC4(C)C3C(O)CC21C (configuration not stated)
  -4, 17, /, 2, -7, /, /, -0.1, 2
COc1cccc(-c2nc(CS(=O)CC(=O)NCc3ccccc3)c(C)o2)c1 (configuration not stated)
  -18, 24, -11, 8, -2, -0.4, 1, 0.1, 0
Cc1cc(C)c(NC(=O)COC(=O)C2CCC(=O)N2)c(C)c1 (configuration not stated)
  -6, -9, 4, 22, -1, 0.5, 0, -0.3, 7
O=C(O)C1CCCCC1C(=O)Nc1ccc2c(c1)CCC2 (configuration not stated)
  -3, 6, 2, -23, -1, 0.1, -8, 0.2, 13
O=C(c1cc2cc(Cl)ccc2[nH]1)N1CCN(c2ccccc2F)CC1
  -14, 25, -12, -4, -2, 0.8, 4, 0.9, 5
O=C(NC1(C(F)(F)F)NC(=O)N(Cc2ccco2)C1=O)c1cccs1 (configuration not stated)
  -7, 9, -9, 20, -3, 1.3, -8, 2.6, 4
CCCC(=O)N(CCN1CCOCC1)c1nc2ccc(OCC)cc2s1
  -13, 8, -11, -2, -4, 1.4, -5, 1.4, -1
N#CCCn1cc(C(=O)O)c(-c2cccs2)n1
  -12, -7, -2, 16, -3, -0.2, -1, 0.1, 2
CC(C)CCNC(=O)CCn1nc(-c2ccccc2)ccc1=O
  -5, 8, 4, 10, 1, 0.4, 1, 0.1, 0
Cc1ccc(CNC(=O)CCC(=O)n2ncc3cc(C)ccc32)cc1
  0, 21, 7, -18, -2, 0.5, -6, 0.3, -3
C=CCCN([C@H](CO)Cc1ccccc1)S(=O)(=O)c1ccccc1Br
  -9, -3, -19, -1, -3, /, /, 0.5, 0
Cc1ccc(C(=O)O)cc1-c1ccc(C=C2C(=O)c3ccccc3C2=O)o1
  13, -12, -20, 8, -2, 2.5, -1, 0.0, 2
COc1ccc(NC(=O)CSc2nnc(Cc3ccc(C)cc3)c(=O)n2N)cc1
  -1, 28, -9, -13, -1, -1.7, -5, -0.9, 4
COc1ccc(N2CCN(C(=O)CCn3nnc4ccccc43)CC2)cc1
  -12, 11, -14, -1, -3, 1.4, 2, 0.0, 16
CCCOc1ccc(-c2cnc(N)s2)cc1
  -7, -2, -5, -16, -4, -0.7, 1, -0.6, 3
Cc1onc(-c2ccccc2)c1CNC(=O)Nc1ccc(C(F)(F)F)cc1
  12, 1, 20, -25, 3, 14, -16, 15, 6
CCOc1ccc(S(=O)(=O)NCC2CCCO2)c2cccnc12 (configuration not stated)
  -9, 8, -9, -3, -4, 0.3, -6, 0.4, 5
CCOc1ccc(NC(=O)CSc2nccn(-c3ccc4c(c3)OCCO4)c2=O)cc1
  2, -22, -7, -16, -4, -0.7, 5, 0.8, -2
